Source: PubChem BioAssay (Johns Hopkins Ion Channel Center)
RGS4 act – potentiators or activators of RGS4. HEK293 M3R/inducible RGS4, carbachol calcium flux Fluo4; active compounds read low. actives 0.92% (n = 310,000). B-score at 10 µM;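 active = B-score of the integrated calcium signal more than 4 SD below the library mean, with starting fluorescence not abnormally high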;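 note: negative B-score means reduced calcium response which marks RGS4 activation or potentiation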
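System – HEK293 FlpIn-TREx cells, stable M3R, doxycycline-inducible RGS4 · Reagent – ECmax carbachol challenge · Times – compound preincubation 20 min at room temperature before agonist · Technique – Fluo4 fluorescence kinetic imaging of calcium · Measure – B score of integrated Fluo4 ratio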
MrgX1 agonist – human MrgX1 receptor agonism, primary screen | MrgX1-HEK293 cells, Fluo-4 calcium fluorescence, agonist mode; active compounds read high | B-score at 10 µM | Q96LB2 | AID 588627 | actives 0.44% (n = 310,000);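 active = calcium response B-score plate-corrected fluorescence ratio at least 3 library SD, with starting fluorescence B-score inside 5 SD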
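Assay system: stable human MrgX1 HEK293 cell line. Quantity: 15,000 cells per well. Schedule: cells plated overnight, dye loaded 0.5 h 37 °C, 0.5 h room temperature. Detection: Fluo-4 NW calcium-flux fluorescence, kinetic read. Read-out basis: peak-minus-minimum fluorescence over baseline, converted to B scores. Control set: positive and negative control wells on each plate.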
KCNQ1 act – human KCNQ1 channel potentiation or activation. P51787. CHO-K1 KCNQ1, thallium flux FluxOR fluorescence; active compounds read high. B-score at 10 µM. actives 0.35% (n = 310,000). AID 2648;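 active = fluorescence ratio B-score, a plate-corrected score, at least three library SD, with initial intensity B-score within 5 SD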
Target sequence (P51787 whole entry, looked up): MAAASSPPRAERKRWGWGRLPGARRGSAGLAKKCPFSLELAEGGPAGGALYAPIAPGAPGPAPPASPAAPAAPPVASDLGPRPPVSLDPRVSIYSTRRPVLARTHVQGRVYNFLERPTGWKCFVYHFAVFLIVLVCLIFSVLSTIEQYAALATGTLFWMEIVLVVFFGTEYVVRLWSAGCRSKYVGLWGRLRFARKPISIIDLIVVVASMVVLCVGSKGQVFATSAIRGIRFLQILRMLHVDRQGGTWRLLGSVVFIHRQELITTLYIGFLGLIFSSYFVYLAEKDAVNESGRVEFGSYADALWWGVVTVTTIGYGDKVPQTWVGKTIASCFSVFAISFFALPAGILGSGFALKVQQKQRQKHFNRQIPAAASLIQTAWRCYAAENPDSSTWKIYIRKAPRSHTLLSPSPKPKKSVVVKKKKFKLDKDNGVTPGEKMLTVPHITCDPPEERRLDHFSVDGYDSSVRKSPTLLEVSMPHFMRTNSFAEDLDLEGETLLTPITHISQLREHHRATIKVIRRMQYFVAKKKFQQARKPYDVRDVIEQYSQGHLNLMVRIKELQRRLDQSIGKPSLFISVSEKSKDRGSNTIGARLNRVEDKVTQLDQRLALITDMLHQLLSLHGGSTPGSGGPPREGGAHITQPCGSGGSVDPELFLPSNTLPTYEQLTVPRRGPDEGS
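Assay system: CHO-K1 cells stably expressing KCNQ1; Medium: assay buffer with matched DMSO; Also added: K+/Tl+ depolarizing stimulus; Dosing: single dose; Timing: dye 90 min, compound 20 min, room temperature; Measured by: kinetic FluxOR thallium fluorescence, 10-s 1-Hz baseline, 110-s post-stimulus read; Read-out: peak-minus-minimum fluorescence over initial fluorescence, negative-control normalized, B-scored.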
ANO1 activ – activates or potentiates the mouse TMEM16A chloride channel; Q8BHY3; HEK293 TMEM16A/YFP-H148Q/I152L, iodide quench fluorescence; active compounds read low; B-score at 10 µM; actives 0.3% (n = 340,000);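 active = fluorescence-ratio B-score plate-corrected deviation score at least 3 library SD below zero, with starting fluorescence score within 5 deviations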;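 note: channel opened by trigger with iodide after compound preincubation; score built on the fluorescence ratio of max minus min over baseline; more negative score means more quench and so TMEM16A activation or potentiation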
ANO1 block – blocks the mouse calcium-activated chloride channel TMEM16A | normalized B-score (activity score, 25-100; higher = stronger inhibition) at 10 µM | AID 588511 | actives 1.2% (n = 310,000) | HEK293 TMEM16A/YFP iodide influx fluorescence, ionomycin;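 active = ratio plate-corrected score three or more library SD toward inhibition, starting fluorescence score within five deviations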;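 note: score derived from kinetic fluorescence span divided by baseline fluorescence per well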
KCNK3 inh – human KCNK3 channel inhibition, primary screen; B-score at 10 µM; actives 0.84% (n = 340,000); O14649; AID 602410; CHO-KCNK3 thallium flux, FluxOR fluorescence; active compounds read low;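 active = B-score under library mean minus 4 SD, starting fluorescence ratio at most library mean plus 5 SD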;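 note: more negative B-score means stronger inhibition of thallium flux through KCNK3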
KCNQ1 inh – blocks the human KCNQ1 potassium channel; B-score at 10 µM; actives 1.3% (n = 310,000); AID 2642; P51787; CHO-K1 KCNQ1, FluxOR thallium flux fluorescence; active compounds read high;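 active = compounds whose thallium flux B-score, printed positive for inhibition, exceeds three library SD while starting fluorescence stays within three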;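 note: channel opened by potassium depolarization with thallium stimulus after 20 min compound exposure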
hERG protect – compounds protecting human hERG from proarrhythmic drug block. Q12809. CHO-hERG, FluxOR thallium flux, dofetilide IC70 present. activation (rescue from dofetilide block), less the hit threshold, % at 10 µM. actives 0.51% (n = 310,000);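 active = activation above the mean of controls blocked by dofetilide plus 5 SD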;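 note: thallium influx through hERG after potassium depolarization seen as dye fluorescence rise; in these data hits start at about 4.7%; inactives centre near -7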
RGS4 block – human RGS4 inhibition. HEK293 M3R/RGS4 inducible, Fluo-4 calcium flux; active compounds read high; triggered by carbachol at its EC20. B-score at 10 µM. actives 0.45% (n = 310,000);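 active = B-score, a plate-corrected calcium signal, over three deviations above library mean, with baseline fluorescence within five deviations of library mean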;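 note: RGS4 expression induced by doxycycline in cells with stable M3 receptor; B-score is computed from the integrated fluorescence ratio over baseline after carbachol; higher B-score means a larger calcium signal and so more RGS4 inhibition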
MrgX1 PAM – allosterically activates human MrgX1 receptor signaling; MrgX1-HEK293, Fluo-4 calcium flux, FDSS; active compounds read high; actives 0.63% (n = 310,000); Q96LB2; B-score at 10 µM;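 active = plate-corrected calcium response at least 3 library SD above typical, normal starting fluorescence, not activating the receptor alone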;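 note: compound read alongside a low EC10 to EC30 dose of BAM8-22 agonist; peak minus trough fluorescence over baseline measured at the second addition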
KCNK9 block – human KCNK9 channel inhibition; Q9NPC2; HEK293 KCNK9, FluxOR thallium flux fluorescence; active compounds read low; B-score at 10 µM; actives 1.2% (n = 310,000); AID 488922;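 active = ratio B-score over 3 SD below the library mean, with starting fluorescence within 5 SD of its mean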;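 note: negative B-score means less thallium flux so channel inhibition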
Target sequence (Q9NPC2 whole entry, looked up): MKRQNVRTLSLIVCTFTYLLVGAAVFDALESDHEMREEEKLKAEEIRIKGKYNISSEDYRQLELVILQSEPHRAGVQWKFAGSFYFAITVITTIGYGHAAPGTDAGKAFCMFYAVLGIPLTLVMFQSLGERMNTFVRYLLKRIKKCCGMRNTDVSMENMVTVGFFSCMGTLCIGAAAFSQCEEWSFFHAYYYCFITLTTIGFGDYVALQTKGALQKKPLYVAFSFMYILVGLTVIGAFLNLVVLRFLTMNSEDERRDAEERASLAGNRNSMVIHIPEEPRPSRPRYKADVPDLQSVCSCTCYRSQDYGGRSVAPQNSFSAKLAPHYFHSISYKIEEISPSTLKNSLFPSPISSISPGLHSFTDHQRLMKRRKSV
An asterisk follows results filed as active; i = inactive; x = not tested or not shown.

Sequence of screens: RGS4 act	MrgX1 agonist	KCNQ1 act	ANO1 activ	ANO1 block	KCNK3 inh	KCNQ1 inh	hERG protect	RGS4 block	MrgX1 PAM	KCNK9 block
CCOc1ccccc1N1CC(C(=O)Nc2cc(Cl)ccc2-n2cncn2)CC1=O (centres undefined)
→ i	i	i	i	i	i	i	-14	i	i	i
COC(=S)Nc1cccc(C(F)(F)F)c1
→ i	i	i	i	i	i	i	-8	i	i	i
Cc1ccc(S(=O)(=O)ON=C2CCN(S(=O)(=O)c3ccccc3)CC2)cc1
→ i	i	i	i	i	i	i	-5	i	i	i
CC(=O)N1CCN(S(=O)(=O)c2cccc(C(=O)Nc3ccc(F)c(F)c3)c2)CC1
→ i	i	i	i	i	i	i	-11	i	i	i
O=C(NCC(=O)N(c1ccccc1)C(C(=O)NC1CCCC1)c1ccncc1)c1ccco1 (centres undefined)
→ i	i	i	-16*	i	i	i	-6	i	i	i
COc1ccc(S(=O)(=O)n2nc(OC(=O)c3cccs3)cc2NC(=O)c2cccs2)cc1
→ i	i	i	i	i	i	i	-6	i	i	i
CC1CC(C)(C)NC(=S)S1 (centres undefined)
→ i	i	i	i	i	i	i	-4	i	i	i
CN1CCN(C(=O)c2ccc(CN(c3ccccc3)S(=O)(=O)c3ccccc3)cc2)CC1
→ i	i	i	i	i	i	i	-8	i	i	i
O=C(CCCn1c(=S)[nH]c2ccsc2c1=O)NC1CCCCC1
→ i	i	i	i	i	i	i	-4	i	i	i
CSc1cccc(NC(=O)CCNS(=O)(=O)c2ccc3[nH]c(=O)oc3c2)c1
→ i	i	i	i	i	i	i	-6	i	i	i
CCOc1cc(N2CCOCC2)c(OCC)cc1NC(=O)CN1C(=O)C2C3C=CC(C3)C2C1=O (centres undefined)
→ i	i	i	i	i	i	i	-6	i	i	i
Cc1ccccc1C(=O)c1cccn1CC(=O)NCc1ccco1
→ i	i	i	i	i	i	i	-1	i	i	i
Cc1ccc(S(=O)(=O)N(C)/N=C/c2ccc(N(C)C)cc2)cc1
→ i	i	i	i	i	i	i	-5	i	i	i
CN1CCN(Cc2c(O)ccc3c2oc(=O)c2ccccc23)CC1
→ i	i	i	i	i	i	i	-4	i	i	i
CCOc1cc2[nH]c(=O)n(Cc3ccccc3)c(=O)c2cc1OCC
→ i	i	i	i	i	i	i	-6	i	i	i
COc1ccc(N2C(=O)CSC23C(=O)N2CCCc4cccc3c42)cc1 (centres undefined)
→ -8.3*	i	i	i	i	i	i	-12	i	i	i
O=C(N/N=C/c1cccn1-c1cccc(C(=O)O)c1)Nc1ccccc1
→ i	i	i	i	i	i	i	-5	i	i	i
CC(=O)c1sc2nc(-c3ccccc3)cc(C)c2c1N
→ i	i	i	i	i	i	i	-7	i	i	i
O=C1CC(SCCc2nc3ccccc3[nH]2)C(=O)N1c1ccc(F)cc1 (centres undefined)
→ i	i	i	i	i	i	i	-5	i	i	i
CCc1cccc(NC(=O)C2CCCN(c3cnccn3)C2)c1 (centres undefined)
→ i	i	i	i	i	i	i	-8	i	i	i
COc1ccc(NC(=O)CC23CC4CC(C2)CC(n2nnc(C)n2)(C4)C3)cc1
→ i	i	i	i	i	i	i	-12	i	i	i
Cc1ccc(NC(=O)CSc2nc3ccccc3c(=O)n2CCCC(=O)NCCCN2CCOCC2)cc1C
→ i	i	i	i	i	i	i	-10	i	i	i
CN1CCNC(=O)C1CC(=O)NCCC1=CCCCC1 (centres undefined)
→ i	i	i	i	i	i	i	-19	i	i	i
NS(=O)(=O)c1ccc(NC(=S)NCc2ccc(Cl)cc2)cc1
→ i	i	i	i	i	i	i	-3	i	i	i
CSC(=Nc1ccc(Cl)cc1)N[n+]1ccccc1
→ i	i	i	i	i	i	i	-8	i	i	i
O=C(CN1C(=O)NC2(CCCC2)C1=O)N1CCN(S(=O)(=O)c2ccc(Cl)c(C(F)(F)F)c2)CC1
→ i	i	i	i	i	i	i	-14	i	i	i
COc1ccccc1NC(=O)C(=O)N/N=C(\C)CC(=O)Nc1ccccc1C(F)(F)F
→ i	i	i	i	i	i	i	-5	i	i	i
Cc1ccc(NC(=O)CN2CCN(Cc3ccccc3)CC2)c(Br)c1
→ i	i	i	i	i	i	i	-10	i	i	i
CCOCC(=O)Nc1nnc(C)s1
→ i	i	i	i	i	i	i	-6	i	i	i
Nc1nc(Cl)c(C=O)c(N2CCCCC2)n1
→ i	i	i	i	i	i	i	-10	i	i	i
O=C(/C=C/c1ccc(OCCCF)cc1)Nc1ccnc(-c2cccnc2)n1
→ i	i	i	i	i	i	i	-15	i	i	i
Cc1cccc(C)c1OCc1cc(C(=O)N2CCC(C3CCCCC3)C2)no1 (centres undefined)
→ -7.6*	i	i	i	i	i	7*	-7	i	i	i
COc1cc(C2C(C#N)=C(N)Oc3cc(O)ccc32)cc2c1OCO2 (centres undefined)
→ i	i	i	i	i	i	i	-10	12*	i	i
COc1ccc2nc(COC(=O)c3cccc([N+](=O)[O-])c3)c(C(C)=O)[n+]([O-])c2c1
→ i	i	i	i	i	i	i	-5	i	i	i
CCCS(=O)(=O)N1CCCC(C(=O)NCc2cccnc2)C1 (centres undefined)
→ i	i	i	i	i	i	i	-10	i	i	i
CC(NC(=O)CS(=O)(=O)c1ccccc1)c1ccccc1 (centres undefined)
→ i	i	i	i	i	i	i	-14	i	i	i
O=C(NC1CCCC1)c1ccc(CSCc2ccccc2F)o1
→ i	i	i	i	i	i	i	-20	i	i	i
CC(C)CCn1nnnc1CN1CCN(c2ccccc2)CC1
→ i	i	i	i	i	i	i	-6	i	i	i
Cc1ccc(NC(=S)N2CCCC(c3ccccc3)=N2)cc1
→ i	i	i	i	i	-8.9*	i	-6	i	i	i
Cc1ccccc1C(=O)Nc1nnc(S(=O)(=O)N(C)Cc2ccco2)s1
→ i	i	i	i	i	i	i	-3	i	i	i
N/C(=N\OC(=O)c1ccccc1Cl)c1ccncc1
→ i	i	i	i	i	i	i	-13	i	i	i
O=C(NCc1ccc2c(c1)OCO2)c1ccc(S(=O)(=O)C(F)F)cc1
→ i	i	i	i	i	i	i	-5	i	i	i
O=C(Nc1ccc(F)cc1Cl)C1=COCCO1
→ i	i	i	i	i	i	i	-10	i	i	i
CCOCCN1CCN(C(=O)CN2CCCC2=O)CC1
→ i	i	i	i	i	i	i	-6	i	i	i
CCOc1ccc(C2/C(=C(\O)c3ccc(OC)c(OC)c3)C(=O)C(=O)N2c2cc(C)on2)cc1OC (centres undefined)
→ i	i	i	i	i	i	i	0	i	i	i
CC1=Nc2cc(C(=O)O)ccc2Sc2ccc(Br)cc21
→ x	i	x	i	i	i	x	x	x	i	x
Cc1cc(C)c2sc(N(CCCN(C)C)C(=O)c3ccc(S(=O)(=O)N4CCc5ccccc5C4)cc3)nc2c1
→ i	i	i	i	i	i	i	-9	i	i	i
CCCCN(C)Cc1c(C)[nH]c2ccccc2c1=O
→ i	i	i	i	i	i	i	-6	i	i	i
CCCCCCCC(=O)Nc1cc(C(=O)NCCC)ccc1N1CCC2(CC1)CC(c1ccccc1)=NO2
→ i	i	i	i	i	i	i	-13	i	i	i
CC(C)c1cc(C(N)=O)c(NC(=O)C2CCC2)s1
→ i	i	i	i	i	i	i	-9	i	i	i
CCCn1cc(S(=O)(=O)CC(=O)Nc2ccc(OC)cc2OC)c2ccccc21
→ i	i	i	i	i	i	i	-9	i	i	i
COCCNC(=O)c1ccc2c(c1)nc(C)n2-c1cccc(F)c1
→ i	i	i	i	i	i	i	-3	i	i	i
CCC(C)(C)NC(=O)C(c1ccccc1)N(Cc1cccnc1)C(=O)c1csnn1 (centres undefined)
→ i	i	i	i	i	i	i	-7	i	i	i
Cn1cc(CC(=O)NCCCN2CCCC2=O)c2ccccc21
→ i	i	i	i	i	i	i	-4	i	i	i
CN1CCN(CCC(=O)N/N=C/c2cc([N+](=O)[O-])ccc2O)CC1
→ i	i	i	i	i	i	i	-13	i	i	i
O=C(c1ccco1)N1CCN(c2ncccn2)CC1
→ i	i	i	i	i	i	i	-6	i	i	i
COc1cc(CCN2C(=O)c3cccc4cccc(c34)C2=O)c(S(=O)(=O)NCCO)cc1OC
→ i	i	i	i	i	i	i	-12	i	i	i
COc1ccc(OC)c(-c2cc(C(=O)Nc3c(C)nn(Cc4ccccc4Cl)c3C)no2)c1
→ i	i	i	i	i	i	i	-6	i	i	i
Cc1ccc(-n2ncc(Cl)c2C(=O)NC2CC2)cc1
→ i	i	i	i	i	i	i	-4	i	i	i
CC1CCc2cc(F)ccc2N1C(=O)C12CCC(C)(C(=O)O1)C2(C)C (centres undefined)
→ i	i	i	i	i	i	i	-5	i	i	i

Continuation:
Sequence of screens: RGS4 act	MrgX1 agonist	KCNQ1 act	ANO1 activ	ANO1 block	KCNK3 inh	KCNQ1 inh	hERG protect	RGS4 block	MrgX1 PAM	KCNK9 block
CCOc1ccccc1N1CC(C(=O)N(C)Cc2cccnc2)CC1=O (centres undefined)
→ i	i	i	i	i	i	i	-7	i	i	i
COc1ccc(-n2nc3c(c2NC(=O)CBr)CSC3)cc1
→ i	i	i	i	i	i	i	-4	i	i	i
O=C(N/N=C/c1ccccc1C(F)(F)F)c1ccc(O)cc1
→ i	i	i	i	i	i	i	-11	i	i	i
Cc1ccc(CC(=O)N2CCC(c3nc4c(nnn4Cc4ccccc4)c(=O)[nH]3)CC2)cc1
→ i	i	i	i	i	i	i	-13	i	i	i
c1ccc2c(c1)nc(N1CCCCC1)c1ccccc12
→ i	i	i	i	i	i	i	-4	7.6*	i	i
O=C(CSc1nnc2ccc(-c3cccnc3)nn12)Nc1cccc(F)c1
→ i	x	i	i	x	i	i	-2	i	x	i
CCN1C(=O)/C(=C/c2cccs2)S/C1=N\S(=O)(=O)c1ccc(C)cc1
→ i	i	i	i	i	i	i	-3	i	i	i
Cn1c(=O)c2c(SC3CCCC3)nc(C3CC3)nc2n(C)c1=O
→ i	i	i	i	i	i	i	-5	i	i	i
Cc1nc(N/N=C\c2ccc3c(c2)OCO3)sc1C
→ i	i	i	i	i	i	i	-4	i	i	i
